# Source: PubChem (National Center for Advancing Translational Sciences (NCATS))
# p53ts 32C tox: qHTS Screen for Compounds that Selectively Target Cancer Cells with p53 Mutations: Cytotoxicity of p53ts Cells at the Permissive Temperature. 130,000 tested, 0.93% active. H1299-p53A138V at 32C, ATP luminescence viability, 24 h. Potency, µM (doses to about 46.1 µM), for the others: at the top dose activity change, negative = cytotoxicity, most hits filed as cytotoxic;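 also: 0% = DMSO and -100% = full killing by reference compound; nearly all actives have a fitted effect of over 55% in size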
#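 Cells: H1299 p53ts (A138V), 600/well, pre-incubated 16–30 h at 37C. Cpd up to 46 uM, 24 h, 32C. Readout: ATPlite luminescence, 20 min RT. Normalization: DMSO vs tamoxifen 100 uM. AC50 by Hill equation.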
# IkB signaling: IkB Signaling | ABC-DLBCL IkBa-CBG/CBR dual luciferase ratio, 4 h; response scale: scaled: untreated 0%, proteasome inhibitor 100% | Potency, µM (top dose mostly 57.1 µM), for inactives: at the top dose IkBa stabilization activation | 110,000 tested, 0.04% active | AID 445, 2006; active = well fitted curve in the direction sought with a large enough effect in the signal ratio, not every such curve was filed as active; inconclusive = small, poorly fitted or top-dose-only effect, or a change in a side signal; the % refers to the signal ratio;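 also: the direction sought is a rising ratio; 0% = basal untreated cells and 100% = reference inhibitor full response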
#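 Luminescence ratio of IκBα-fused green versus native red beetle luciferase in OCI-Ly3 cells, 4 h post-doxycycline with compound; red signal alone, scaled from basal (0%) to zero light (-100%), flagged nonspecific or cytotoxic effects.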
# p53ts 39C tox: qHTS Screen for Compounds that Selectively Target Cancer Cells with p53 Mutations: Cytotoxicity of p53ts Cells at the Nonpermissive Temperature | Potency, µM (highest dose often 46.1 µM), without a hit: top-dose activity change, negative = cell killing, most hits filed as cytotoxic | H1299-p53A138V viability at 39C, ATP luminescence, 24 h | AID 902, 2007 | 130,000 tested, 1.5% active; also: nearly all actives have a fitted effect of over 55% in size
# Peg3 imprint: qHTS Assay for Compounds that Induce Erasure of Genomic Imprints. mouse ES Peg3-LacZ reporter, beta-gal luminescence, 40 h. Potency, µM (doses to about 60.7 µM), for inactives: at the top dose activity change, positive = activation, actives largely listed as activators. 110,000 tested, 0.02% active. AID 1948, 2009;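 also: 0% = negative control wells on the plate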
#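 Each well holds 300 Peg3LacZ-Neo (maternal) female ES cells incubated 40 h at 37C, 5% CO2. LacZ is measured by BetaGlo luminescence, with AC50 and maximum efficacy derived from dose-response curves.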
# Numbers without * were called inactive; u = inconclusive; x = no result given; [ ] = another dose, or the depositor's remark. Unless noted, calls follow the shape of the dose curve; as a rule, active = well fitted curve in the direction sought with a large enough effect; inconclusive = small, poorly fitted or top-dose-only effect, or another doubt; inactive = no such curve, though single readings can be large; an effect the other way counts as inactive or inconclusive. Unless noted, % is scaled to controls: 0 for no effect and ±100 for the full control effect; potency is read from the fitted curve at half-maximal effect.
SMILES,p53ts 32C tox,IkB signaling,p53ts 39C tox,Peg3 imprint
CCC(c1nnc(SCC(=O)Nc2ccc(C(=O)Nc3ccccc3OC)cc2)o1)N(C)C (stereo unspecified),1%,1.2%,-3%,-10%
O=C(NC1CCCCC1)c1cccc(COCC(F)(F)F)c1,-17%,x,2%,x
COCCn1c(=O)c2c(nc3n2CCN3c2ccc(C)cc2)n(C)c1=O,-2%,1.9%,2%,1%
CC(=O)N1[C@H](C)C=C[C@]1(Cc1ccccc1)C(=O)NCc1cc(F)cc(C(F)(F)F)c1,5%,x,16%,-8%
Cc1cc(C)c2c(-n3cccc3)c(C(=O)NCC(C)c3ccccc3)sc2n1 (stereo unspecified),18%,-1.5%,15%,-4%[10.9 µM]
COc1cc(NC(=O)Cn2ccn(Cc3ccccc3OC)c(=O)c2=O)cc(OC)c1,5%,0.6%,-1%,-9%[10.9 µM]
CCN(CC)S(=O)(=O)c1ccc2oc(C(=O)N(C)Cc3ccccc3)c(C)c2c1,-8%,u,-26%,-10%[10.9 µM]
CC(=O)Nc1nonc1-c1nnc(SCC(=O)Nc2ccc(C)c(Cl)c2)n1-c1ccccc1,-12%,u,0%,-9%[10.9 µM]
O=C1C2=CC[C@H]3C(=O)N(Cc4ccc5c(c4)OCO5)C(=O)[C@@H]3[C@@H]2[C@H](O)[C@@H]2O[C@H]12,-6%[9.22 µM],x,9%[9.22 µM],x
CC1CCN(C(=O)C(NS(=O)(=O)c2cccc3nsnc23)c2ccccc2)CC1 (stereo unspecified),5%,2.0%,-7%,-10%
Cc1ccc(S(=O)(=O)N2CCN(S(=O)(=O)c3ccc4c(c3)OCCO4)CC2)cc1,-2%,3.3%,1%,6%
CCOC(=O)c1ccc(NC(=O)c2c(C)oc3nc(C)nc(N4CCCC4)c23)cc1,6%,-2.2%,-3%,-5%[10.9 µM]

# Fetched by structure from above, 2 records:
SMILES,p53ts 32C tox,IkB signaling,p53ts 39C tox,Peg3 imprint
Cc1ccc(S(=O)(=O)N2CCN(S(=O)(=O)c3ccc4c(c3)OCCO4)CC2)cc1,-2%,3.3%,1%,6%
Cc1cc(C)c2c(-n3cccc3)c(C(=O)NCC(C)c3ccccc3)sc2n1 (stereo unspecified),18%,-1.5%,15%,-4%[10.9 µM]

# Continued.
SMILES,p53ts 32C tox,IkB signaling,p53ts 39C tox,Peg3 imprint
Cc1ccccc1NC(=O)c1sc2nc3n(c(=O)c2c1C)N=C(c1ccccc1)CS3,-4%,1.1%,2%,-5%[10.9 µM]
COc1ccc(CNC(=O)c2ccc3c(c2)nc2n3CCOC2)c(OC)c1,8%,-0.2%,-5%,-8%[10.9 µM]
O=C(Nc1cnn(Cc2ccc(F)cc2)c1)c1cnccn1,-16%,-2.3%,-21%,-13%
COc1ccc(NC(=O)N(C2CCCCC2)C(C)c2cccnc2)c(OC)c1 (stereo unspecified),-24%,1.0%,-5%,-2%
CCCc1nc(NCC2CCCO2)c2nnn(Cc3ccccc3)c2n1 (stereo unspecified),-11%,x,4%,x
Cc1[nH]c2ccccc2c(=O)c1CN1CCCCC1,-4%,0.2%,10%,-5%
O=C1C2CCCN2C(c2ccccc2)N1c1ccc(F)cc1 (stereo unspecified),1%,0.2%,10%,-20%
O=C(c1ccc(Cn2c(=O)[nH]c3ccccc3c2=O)cc1)N1CCN(c2ccccn2)CC1,17%,u,5%,-28%
COc1cccc(N2C(=O)N(c3ccccc3Cl)C3CS(=O)(=O)CC32)c1 (stereo unspecified),1%,-0.7%,-5%,6%
COc1ccc2c(c1)c(CC(=O)Nc1cc(C)cc(C)c1)c(C)n2C(=O)c1ccc(Cl)cc1,10%,u,8%,-10%[10.9 µM]
CC(CC(=O)NCc1ccc(Cl)cc1)CC1=NS(=O)(=O)c2ccccc2N1 (stereo unspecified),-1%,0.2%,-12%,-7%[10.9 µM]
CCCOc1ccc(C2C(=O)N(C3CCCCCC3)CC(=O)N2CCCOCC)cc1OC (stereo unspecified),-4%,-2.3%,-20%,-8%[10.9 µM]
O=C(Nc1nnc(S(=O)(=O)N2CCCc3ccccc32)s1)c1ccc(Cl)cc1,-5%,-0.1%,-4%,-9%[10.9 µM]
CCn1nccc1C(=O)Nc1ccc(S(=O)(=O)NC23CC4CC(CC(C4)C2)C3)cc1,-28%,x,-22%,x
CCOC(=O)c1[nH]c(COC(=O)CCCOc2ccccc2)c(C(=O)OCC)c1C,0%,0.7%,-2%,-13%
CCOC(=O)C1[C@H]2C(=O)N(C(C)c3ccc(OC)cc3)C[C@]23C=C[C@H]1O3 (stereo partly specified),-2%,-2.2%,4%,-21%
CCCCN1C(=O)c2[nH]nc(-c3ccccc3O)c2C1c1cc(Br)c(O)c(OC)c1 (stereo unspecified),30%,u,-8%,-10%[10.9 µM]
CCOc1ccc(N(C)C(=O)C2CCN(S(=O)(=O)c3c(C)noc3/C=C/c3ccc(C)cc3)CC2)cc1,15%,0.4%,-7%,-10%[10.9 µM]
O=C(O)CCCC(=O)NCCc1cccc(Cl)c1,2%,-2.2%,-4%,1%
COC(=O)c1ccccc1NC(=O)c1ccc2c(=O)n3c(nc2c1)CCCCC3,-22%,2.8%,u,-6%[10.9 µM]
Cc1cccc(C2CC(=O)Nc3cc4c(cc32)OCO4)c1 (stereo unspecified),-3%,u,-25%,-7%[10.9 µM]
Cc1cc(SCC(=O)Nc2ccc(F)cc2F)nc(=O)[nH]1,-3%,u,-6%,7%[10.9 µM]
CCc1ccc(C2C(C(=O)Nc3ccccc3)=C(C)Nc3c(C(=O)Nc4ccc(C)cc4)cnn32)cc1 (stereo unspecified),8%,u,u,-4%[10.9 µM]
COc1ccc(CNC(=O)CN2C(=O)COc3ccccc32)c(OC)c1,1%,u,-26%,u
N=C(N)N,1%,x,7%,-8%
COc1ccc(NC(=O)C(CC(C)C)NC(=O)C2CCCCC2)c(OC)c1 (stereo unspecified),18%,2.8%,21%,-8%[10.9 µM]
Cc1ccc(CN2c3ccccc3-c3nc(SCC(=O)NCc4ccccc4)ncc3S2(=O)=O)cc1,4%,0.2%,-26%,5%[10.9 µM]
CCN(CC)CCn1c(=N)n(CCOc2ccccc2Cl)c2ccccc21,u,u,10µM*,-7%[10.9 µM]
Cc1ccc(CSc2nc3ccc(NC(=O)COc4ccccc4)cc3s2)cc1,-3%,-2.0%,21%,-15%[10.9 µM]
Cc1ccc(NC(=O)N2C(=O)C3(OCCO3)c3ccccc32)cc1,-6%,0.2%,-7%,10%
CCC(C)c1ccc(NC(=O)c2cccnc2)cc1 (stereo unspecified),u,-1.0%,-27%,-42%[inhibitor]
Cc1cc(OCCNCCO)cc(C)c1Cl,-8%,x,-15%,x
O=C1CCOc2cc(OCc3ccccc3)ccc21,-9%,x,-2%,x
COc1ccc(-c2noc(N3CCC(C(=O)N4CCN(c5cccc(OC)c5)CC4)CC3)n2)cc1,-5%,u,-10%,-15%[10.9 µM]
O=C(COC(=O)c1ccco1)Nc1nc2ccccc2s1,-7%,1.2%,3%,-18%
COc1ccc(S(=O)(=O)N2CCC(c3nnc(-c4ccccc4C)o3)CC2)c(OC)c1,-17%,u,-20%,-13%[10.9 µM]
CC(C(=O)N1CCCc2c1c(=O)oc1ccc(O)cc21)N1CCc2ccccc2C1 (stereo unspecified),-1%,2.0%,-2%,-14%
O=C(Nc1cccc(F)c1)N1CC[C@@]2(CCCN(C(=O)c3cnccn3)C2)C1,1%,-2.5%[11.4 µM],4%,x
O=C(Nc1nnc(CC2=CCCCC2)s1)c1cccs1,10%,13%,-1%,-24%
CCC(C)c1c(O)nc(SCc2ccccc2)[nH]c1=O (stereo unspecified),10%,-1.0%,13%,-8%
COc1cccc(CNC(=O)c2oc3c(c2C)-c2nn(Cc4cccc(Cl)c4)cc2CC3)c1OC,1%,5.6%,-4%,-6%[10.9 µM]
CC1CCN(C(=O)C2c3ccccc3C(=O)N3CCc4ccccc4C23)CC1 (stereo unspecified),-9%,0.8%,5%,-17%
CC1=C(C(=O)OC(C)C)C(C2CC=CCC2)NC(=O)N1 (stereo unspecified),-5%,-0.7%,5%,-6%
Cn1cnnc1SCc1ccc(C#N)cc1Cl,1%,0.1%,-6%,-7%
CCOC(=O)c1ccc(N2C(=O)c3n[nH]c(C)c3C2c2ccccn2)cc1 (stereo unspecified),11%,-0.9%,-8%,-12%
O=C(c1cccc(F)c1)N1CCC2(CCCN(c3ccccc3)C2)CC1,-2%,-2.2%[11.4 µM],-2%,x
Cc1oc2ncnc(N3CCOCC3)c2c1C(=O)NCc1ccc(Cl)cc1,3%,1.0%,10%,-9%[10.9 µM]
O=C1CC(c2cccc(O)c2)c2c(nc(SCc3ccccc3F)[nH]c2=O)N1 (stereo unspecified),u,u,25%,-11%[10.9 µM]
CC1CCN(CCCn2c(=S)[nH]c3ccc(N4CCOCC4)cc3c2=O)CC1,1%,4.0%,10%,-7%
Cc1ccc(N2CCN(c3cc(C)nc4c5c(C)cc(C)nc5nn34)CC2)cc1,2%,2.1%,-2%,-3%
CCc1ccc(C2c3c(-c4ccccc4O)n[nH]c3C(=O)N2Cc2cccnc2)cc1 (stereo unspecified),11%,u,-20%,-12%[10.9 µM]
CC(C)(C)c1ccc(S(=O)(=O)c2cnc(SCC(=O)Nc3ccc4c(c3)OCCO4)[nH]c2=O)cc1,9%,u,-16%,8%[10.9 µM]
CCC(C)(C)n1nnnc1C(C(C)C)N1CCSCC1 (stereo unspecified),6%,-0.8%,1%,-4%
C[C@H](NC(=O)OC(C)(C)C)c1nnc(SCC(N)=O)o1,5%,1.8%,10%,-9%
CCCn1c(-c2ccc(F)cc2)nc2c(NCCCN(CC)CC)nc(C)nc21,-7%,x,-8%,-7%
C[C@@H](C(=O)O)c1ccc(N2Cc3ccccc3C2=O)cc1,10µM*,u,5µM*,-82%[inhibitor][16.8 µM]
O=C(NCc1ccco1)C(c1cccs1)N(C(=O)C1COc2ccccc2O1)c1cccc(O)c1 (stereo unspecified),8%,u,10%,-12%
CC1(C)S[C@H]2C(NC(=O)[C@@H](N)c3ccc(O)cc3)C(=O)N2[C@@H]1C(=O)O (stereo partly specified),-8%,x,4%,-10%
COc1cccc(NC(=O)CC2(CC(=O)O)CCCC2)c1,0%,-0.7%,0%,-8%
CCc1cccc(NS(=O)(=O)c2c(C)[nH]c(=O)[nH]c2=O)c1,-1%,u,u,-11%[10.9 µM]
# Next section
SMILES,p53ts 32C tox,IkB signaling,p53ts 39C tox,Peg3 imprint
COc1ccc(OC)c(NC(=O)c2oc3c(c2C)-c2nn(Cc4ccc(Cl)cc4)cc2CC3)c1,18%,-2.9%,u,4%[10.9 µM]
CCOC(=O)C1=C(C)NC(=O)NC1c1ccc(N(C)C)cc1 (stereo unspecified),7%,2.0%,9%,-1%
COC(=O)N1CCC2(CCN(Cc3nccs3)CC2)CC1,0%,2.0%[11.4 µM],-1%,x
CCOc1cc(C(=O)NC(C)COC)cc(OCC)c1OCC (stereo unspecified),10%,0.4%,2%,2%
COC(=O)[C@@]1(Cc2ccccc2)[C@H]2c3cc(C(=O)N4CCCC4)n(Cc4ccccn4)c3C[C@H]2CN1C(=O)c1ccccc1,1%,x,-10%,-6%
Cc1ccc(-n2nc(CO)c(C(=O)NCCCCc3ccccc3)n2)cc1C,-4%,0.8%,-14%,1%[10.9 µM]

# Some of the entries above in a different format.
# Screens in order – p53ts 32C tox, IkB signaling, p53ts 39C tox, Peg3 imprint
- CCOC(=O)C1=C(C)NC(=O)NC1c1ccc(N(C)C)cc1 (stereo unspecified)
 : 7%, 2.0%, 9%, -1%
- COC(=O)N1CCC2(CCN(Cc3nccs3)CC2)CC1
 : 0%, 2.0%[11.4 µM], -1%, x
- CCOc1cc(C(=O)NC(C)COC)cc(OCC)c1OCC (stereo unspecified)
 : 10%, 0.4%, 2%, 2%
- COC(=O)[C@@]1(Cc2ccccc2)[C@H]2c3cc(C(=O)N4CCCC4)n(Cc4ccccn4)c3C[C@H]2CN1C(=O)c1ccccc1
 : 1%, x, -10%, -6%
- Cc1ccc(-n2nc(CO)c(C(=O)NCCCCc3ccccc3)n2)cc1C
 : -4%, 0.8%, -14%, 1%[10.9 µM]
